Bioassay records: PubChem, several laboratories
GalR3 antagonist: human GalR3 antagonism | HEK293 GalR3-CNG cAMP membrane potential fluorescence; galR3 body fused to GalR1 C-terminus | inhibition, % at 3 µM | 0.44% of 360,000 active | AID 651719 | O60755;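 active = inhibition above the screen-wide average plus 3 SD, cut at about 13% in these data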;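 note: forskolin and galanin both at EC90 stimulate the cells; cAMP rise reported by CNG channel membrane potential dye signal; 0% = forskolin plus galanin with DMSO and 100% = forskolin alone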
Target sequence (O60755 1-299 limits assumed): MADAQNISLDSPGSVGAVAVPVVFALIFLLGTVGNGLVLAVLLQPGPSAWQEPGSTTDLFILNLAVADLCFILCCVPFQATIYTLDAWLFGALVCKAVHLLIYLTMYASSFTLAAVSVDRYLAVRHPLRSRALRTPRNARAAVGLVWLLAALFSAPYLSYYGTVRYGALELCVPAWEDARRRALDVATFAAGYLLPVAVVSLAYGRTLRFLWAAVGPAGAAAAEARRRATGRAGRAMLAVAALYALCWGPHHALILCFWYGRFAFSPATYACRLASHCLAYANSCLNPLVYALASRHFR
NS3 helicase inh: HCV NS3 helicase inhibition; NS3 helicase DNA unwinding, Cy5 molecular beacon fluorescence; inhibition, % at 10.9 µM; 0.56% of 290,000 active;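 active = inhibition above the mean of all tested compounds plus 3 SD, set per campaign, cut at about 35% in these data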;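 note: 0% = DMSO wells and 100% = thioflavine S control wells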
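Assay system – hepatitis C virus NS3 helicase domain fragment enzyme · Buffer or medium – MOPS pH 6.5, MgCl2, DTT, Tween20, BSA · Reagent – Cy5/quencher beacon DNA duplex and ATP to start · Compound – single 10.9 µM dose · Timing – 1 h at 25 °C · Technique – Cy5 beacon fluorescence read at start and 1 h · Measure – % inhibition of unwinding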
IDE act: boosts human insulin-degrading enzyme activity in HEK cells; P14735; FAbeta-B cleavage, fluorescence polarization; 0% vehicle, 100% cell-free pure enzyme wells; activation, % at 5.96 µM; 0.073% of 340,000 active;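 active = activation above the mean of all tested compounds plus 3 SD, set per screening campaign, cut at about 17% in these data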
CRFBP-R2 block: antagonists of CRF-binding protein/CRF-R2 receptor complex | HEK293 CRF-R2/CRF-BP, CRF-induced calcium fluorescence | inhibition, % at 11.8 µM | 0.59% of 350,000 active;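 active = inhibition of the ligand-induced calcium signal above about 50% at the single tested concentration, limit read from the data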
IMP-1 inhibitor: inhibitors of Pseudomonas aeruginosa IMP-1 metallo-beta-lactamase; purified IMP-1, nitrocefin hydrolysis, epi-absorbance fluorescence; inhibition, % at 5.6 µM; 0.45% of 290,000 active;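 active = inhibition above the mean plus 3 SD of all compounds in the same screening run, cut at about 4.5% in these data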;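 note: 0% = IMP-1 with DMSO and 100% = DMSO wells lacking enzyme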
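Test system: recombinant IMP-1 enzyme, purified / Medium: HEPES buffer pH 7.1 with ZnSO4 and Brij 35 / Doses: single dose, 5.6 µM / Times: 25 °C, 15 min preincubation, 25 min reaction / Detection: Epi-absorbance via hydrolysed-nitrocefin quenching of white-plate fluorescence, 480/530 nm, EDTA stop / Evaluation: percent inhibition from optical density relative to buffer-blank wells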
SUMO HTRF inh: blocks human SUMOylation mediated by UBC9 | P63279 | HTRF SUMOylation assay, SAE1/SAE2 + UBC9, in vitro | inhibition, % at 35 µM | 0.36% of 290,000 active | AID 2006; in the data active = inhibition above about 50%, passing the limit was not always enough; note: strong numbers were not always called active
Target sequence (P63279 whole entry, looked up): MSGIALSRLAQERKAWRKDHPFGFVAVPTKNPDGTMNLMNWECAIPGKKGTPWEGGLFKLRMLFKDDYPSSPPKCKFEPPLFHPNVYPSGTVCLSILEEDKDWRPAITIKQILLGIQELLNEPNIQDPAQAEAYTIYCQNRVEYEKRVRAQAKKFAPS
IDE cell inh: cellular human IDE inhibition; 0.41% of 320,000 active; inhibition, % at 5.59 µM; HEK cells, FAbetaB cleavage, fluorescence polarization; P14735;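 active = percent inhibition above the average of all tested compounds plus 3 SD, set per screening campaign, cut at about 16% in these data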;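 note: IDE supplied by intact live HEK cells; FP after avidin binding of uncleaved biotin substrate so inhibition keeps polarization high; 0% = DMSO wells and 100% = 60 µM reference IDE inhibitor Ii1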
VIM-2 inh: blocks Pseudomonas aeruginosa VIM-2 metallo-beta-lactamase | purified VIM-2, nitrocefin hydrolysis, epi-absorbance fluorescence | inhibition, % at 5.6 µM | 0.89% of 290,000 active;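 active = inhibition above the mean of all tested compounds plus 3 SD, cutoff set per screening run, cut at about 7.5% in these data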;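 note: red hydrolysis product quenches plate fluorescence so inhibitors raise well fluorescence; 0% = enzyme with DMSO and 100% = DMSO without enzyme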
p-CIP stab down: lowers stability of the mouse p/CIP coactivator protein. Q05BA5. F442A p/CIP-EGFP cells, EGFP fluorescence, 16 h. decrease of EGFP signal, % at 10 µM. 0.01% of 290,000 active. AID 1984;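 active = EGFP signal decrease of at least 30% at 10 µM or well 3 SD below plate mean, unless failing retest; inactive = the rest, including hits failing retest or dose response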; note: some compounds called inactive have numbers as strong as hits; many of its hits are not listed in these tables
The depositor's hits bear a star; · = not tested or not shown.

GalR3 antagonist | NS3 helicase inh | IDE act | CRFBP-R2 block | IMP-1 inhibitor | SUMO HTRF inh | IDE cell inh | VIM-2 inh | p-CIP stab down | smiles
-7 | 5 | 4 | 1 | -0.4 | 10 | -3 | -1.3 | 3 | CCn1c(=O)n(CC)c2cc(NS(=O)(=O)c3ccccc3)ccc21
-3 | -5 | 4 | -5 | -2.3 | 1 | 1 | -2.9 | 5 | COCCN1Cc2cccc(C(=O)NCC3CCN(CC(C)C)C3)c2C1=O (stereo not drawn)
-3 | · | 3 | -1 | · | · | 1 | · | · | C=CCNc1nc(C(=O)OCC(=O)NCc2cccc(Cl)c2)cs1
· | 5 | 2 | -41 | -3.5 | -6 | 0 | -2.3 | -13 | O=S(=O)(Nc1cccc(-c2nc3cccnc3s2)c1)c1ccc2c(c1)CCCC2
· | -29 | -4 | 17 | 0.1 | · | -2 | -1.1 | 8 | Cc1cccc(/C=C/c2onc(C)c2S(=O)(=O)N2CCC(C(=O)N3CCCCC3)CC2)c1
-1 | 16 | 4 | 112* | -4.7 | -22 | -1 | -4.0 | -8 | Cc1ccc(-n2[nH]c(C)c(/C=N/Nc3ccc([N+](=O)[O-])cc3[N+](=O)[O-])c2=O)cc1
-1 | -9 | -3 | -2 | -1.9 | 14 | 4 | -1.8 | -47 | COc1cc2c(cc1OC)C(c1ccc(-c3ccc(Cl)c(Cl)c3)o1)=NCC2
-5 | 19 | 7 | -11 | -1.1 | -8 | 7 | -3.0 | 1 | COC(=O)c1nn(C23CC4CC(CC(C4)C2)C3)c2c1C(=O)N(c1ccc(Br)cc1)C2=O
-4 | 4 | 3 | 11 | -2.2 | 6 | 1 | 0.5 | -5 | COc1ccc(S(=O)(=O)N(C)C)cc1NC(=O)Cc1cccs1
-2 | 4 | -6 | -5 | -3.8 | 11 | 12 | -2.5 | -1 | CCN(CC)C(=O)C1CCCN(C(=O)c2cc(COc3ccc4ncccc4c3)on2)C1 (stereo not drawn)
· | -1 | 7 | -11 | -3.6 | 2 | 3 | -2.1 | 10 | CC(C)c1onc(C(=O)Nc2ccc3c(c2)OCO3)c1[N+](=O)[O-]
2 | -3 | 4 | -5 | -4.2 | 5 | -3 | -3.2 | -13 | Cc1ccc(C(=O)N2CCCC(C(=O)c3cc(F)ccc3F)C2)s1 (stereo not drawn)
-2 | 3 | 1 | 1 | -0.9 | 8 | 4 | -1.5 | 6 | CC(C)(C)NC(=O)C1N(c2cccnc2)C(=O)C2C(C(=O)Nc3ccccc3F)C3(C)C=CC21O3 (stereo not drawn)
-4 | · | 3 | -12 | · | · | -1 | · | · | CCN(C[C@H]1N[C@@](CC)(C(=O)OC)[C@H]2C(=O)N(C)C(=O)[C@@H]12)S(=O)(=O)c1ccc(-c2ccccc2)cc1
-3 | 8 | 0 | 19 | -4.1 | -15 | · | -5.2 | 2 | CC1=NN(C(N)=S)C(=O)C1N=Nc1ccc(F)cc1 (stereo not drawn)
-3 | 9 | 1 | 0 | -2.8 | 10 | 2 | -4.4 | 3 | O=C(OCc1nnc(-c2ccccc2)o1)c1cc2ccccc2cc1O
-1 | 5 | 2 | 21 | -2.9 | 9 | -2 | 5.1 | -9 | O=C(CSc1nc2ccccc2c(=O)n1-c1ccccc1)N1CCN(CCO)CC1
-3 | -1 | 3 | 8 | -2.3 | 19 | -10 | -4.2 | -13 | COc1ccc(Cn2nnnc2C(c2cc3cccc(C)c3[nH]c2=O)N2CCN(C)CC2)cc1 (stereo not drawn)
-6 | 19 | 0 | -5 | -1.7 | 22 | 2 | 2.9 | 12 | CSc1nnc2ccc(-c3cccs3)nn12
-2 | -1 | 8 | -11 | -2.8 | 19 | -8 | -5.7 | -6 | CCN(CC)CCNc1nc(-c2ccccc2)c2c(c1C#N)CC(C)(C)OC2
1 | 0 | 0 | -10 | -1.4 | 13 | -1 | 0.3 | 2 | Cc1ccc(NC(=O)C2CCCN(S(=O)(=O)c3ccc4[nH]c(=O)ccc4c3)C2)c(C)c1 (stereo not drawn)
0 | 12 | -5 | 2 | -1.3 | 37 | 8 | 2.0 | -1 | CN1C(=O)/C(=C2\SC(=S)N(C(CCC(=O)O)C(=O)O)C2=O)c2ccccc21 (stereo not drawn)
-6 | -4 | -6 | 17 | -2.5 | 5 | 15 | -3.0 | 8 | O=C(CSc1nc2ccccc2c(=O)n1-c1ccccc1)N/N=C/C=C/c1ccccc1[N+](=O)[O-]
-1 | 10 | 4 | -10 | 2.3 | 3 | -3 | 2.6 | -5 | COCCNc1cnn(-c2ccccc2)c(=O)c1Cl

Pulled one by one from the list above:
GalR3 antagonist | NS3 helicase inh | IDE act | CRFBP-R2 block | IMP-1 inhibitor | SUMO HTRF inh | IDE cell inh | VIM-2 inh | p-CIP stab down | smiles
-1 | 10 | 4 | -10 | 2.3 | 3 | -3 | 2.6 | -5 | COCCNc1cnn(-c2ccccc2)c(=O)c1Cl
-4 | · | 3 | -12 | · | · | -1 | · | · | CCN(C[C@H]1N[C@@](CC)(C(=O)OC)[C@H]2C(=O)N(C)C(=O)[C@@H]12)S(=O)(=O)c1ccc(-c2ccccc2)cc1
-2 | 3 | 1 | 1 | -0.9 | 8 | 4 | -1.5 | 6 | CC(C)(C)NC(=O)C1N(c2cccnc2)C(=O)C2C(C(=O)Nc3ccccc3F)C3(C)C=CC21O3 (stereo not drawn)

Further structures follow.
GalR3 antagonist | NS3 helicase inh | IDE act | CRFBP-R2 block | IMP-1 inhibitor | SUMO HTRF inh | IDE cell inh | VIM-2 inh | p-CIP stab down | smiles
-6 | -3 | -3 | -10 | -4.4 | 0 | · | -1.5 | -3 | O=S(=O)(CC(CN1CCCCC1)N1CCCCC1)c1ccc2ccccc2c1 (stereo not drawn)
· | 3 | 3 | 14 | -4.3 | 10 | 1 | -3.6 | -24 | Cc1c(C(=O)O)nn(-c2ccccc2)c(=O)c1C#N
-1 | 7 | 2 | -5 | -0.2 | -3 | -1 | -2.6 | -2 | CSCC[C@H](NC(=O)OC(C)(C)C)c1nnc(SCC(=O)Nc2c(C)cccc2C)o1
-6 | -3 | -1 | 12 | -2.5 | 8 | 4 | -1.2 | 12 | CC(C)CCNC(=O)COc1cccc2c1OC(C)(C)C2
-3 | -1 | -2 | -9 | -4.1 | 3 | 7 | -2.7 | 12 | COc1ccccc1S(=O)(=O)Cc1ccc(C(=O)NC2CCCCCC2)o1
-8 | -7 | 2 | -12 | -1.9 | 23 | 2 | -0.6 | -8 | COc1cc2c(cc1OC)C(Nn1cnnc1)=NC1(CCCC1)C2
-4 | -3 | -5 | 24 | -2.5 | -47 | 0 | -3.3 | 8 | CCOc1ccc(Cl)cc1S(=O)(=O)n1cnc2cc(C)c(C)cc21
0 | -5 | 4 | -15 | -2.7 | 7 | -8 | 1.6 | 8 | COC(=O)Cn1c(O)c(N=NC(=O)OC)c2ccccc21
· | 1 | 4 | -51 | -3.1 | 12 | -1 | -4.0 | -18 | CCn1c(CNC(=O)Cc2ccc(OC)cc2)nnc1SCC(=O)c1ccc(Br)cc1
-7 | 2 | 1 | -7 | -1.7 | 1 | 2 | -0.5 | 0 | NC(=O)CCN1CCC(c2nc3ccccc3s2)CC1
-3 | -4 | 5 | -7 | -1.0 | 7 | 3 | -1.2 | 1 | O=C(Nc1nc(N2C(=O)c3ccccc3C2=O)n(-c2ccccc2)n1)c1ccc(F)cc1
-2 | 20 | 3 | 9 | -2.5 | 21 | 10 | -3.0 | -6 | COc1cc(NC(=O)c2ccc(CNc3c(N4CCCC4)c(=O)c3=O)cc2)cc(OC)c1OC
0 | -3 | -2 | 28 | -1.1 | 8 | 2 | -5.0 | -4 | Cc1ccc(C(=O)NC(C)CCc2ccccc2)cc1[N+](=O)[O-] (stereo not drawn)
-5 | -34 | 5 | -14 | -1.2 | -9 | 1 | -0.5 | 14 | CC(C)C[C@@]12C(=O)N(c3ccc(Br)cc3)C(=O)N1[C@H](c1ccc(Br)cc1)[C@@H]1C(=O)N(C(C)(C)C)C(=O)[C@@H]12
0 | 4 | 5 | 2 | -5.4 | 0 | 3 | -4.5 | 1 | CC(=O)N1CCC(N(C(=O)Nc2ccc(F)cc2)C2CCCC2)CC1
-4 | 5 | 4 | 1 | -1.2 | -26 | 0 | -2.0 | -2 | CC(C)(C)c1cc(Br)ccc1OCC(=O)Nc1ncn[nH]1
-5 | 8 | 9 | 12 | -1.5 | 7 | -4 | -2.4 | -1 | CCOc1ccc(NC(=O)Nc2ccc3c(c2)nc(C)n3C)cc1
-1 | -4 | -3 | 6 | -4.1 | 0 | 1 | -1.7 | -4 | COc1ccc(Nc2ncc3c(n2)CC(c2ccc(OC)cc2)CC3=O)cc1 (stereo not drawn)
-2 | 0 | 1 | -30 | -2.8 | 2 | -6 | -2.8 | -6 | CC(Oc1ccc(F)cc1Br)c1nc2ccccc2c(=O)[nH]1 (stereo not drawn)
-4 | -1 | 4 | 14 | -3.1 | 4 | 1 | -2.1 | -22 | Cc1ccc(C)c(C(=O)COc2ccccc2[N+](=O)[O-])c1
-4 | 18 | 3 | -18 | -1.0 | -11 | 6 | -1.4 | 1 | COC(=O)c1ccc2nc(Nc3nc4ccc(F)cc4s3)sc2c1
-7 | 7 | -16 | 33 | -2.4 | 4 | 31* | -2.8 | 3 | Cc1ccc(N2CCN(C3=NC(=O)/C(=C\c4cn[nH]c4-c4ccccc4)S3)CC2)cc1
-4 | 8 | 4 | 6 | -0.7 | -2 | 2 | 1.9 | -4 | CC(C)C(c1nnnn1C1CCCC1)N1CCCc2ccccc21 (stereo not drawn)
-3 | -61 | -1 | -70 | -3.6 | -8 | -3 | -1.6 | 1 | CN1CCN(/N=C/c2ccc(N(c3ccccc3)c3ccccc3)cc2)CC1
2 | -6 | 1 | 6 | -4.7 | -1 | -3 | 1.5 | -14 | CCOC(=O)N1CCN(c2c(Nc3ccc4c(c3)OCCO4)c(=O)c2=O)CC1
-2 | 4 | -1 | 7 | -0.9 | 5 | 0 | -2.4 | -9 | O=C(Nc1c2c(nn1-c1cccc(Cl)c1)CS(=O)(=O)C2)c1cccs1
-5 | · | 1 | 6 | · | · | -2 | · | · | Cc1noc(C)c1CSCC(=O)OCc1nnc(-c2ccc([N+](=O)[O-])cc2)o1
-6 | 0 | -5 | 3 | -1.0 | 32 | -8 | -0.8 | 2 | COc1ccc2c(c1)c(CC(=O)Nc1nnc(C3CC3)s1)c(C)n2C(=O)c1ccc(Cl)cc1
-2 | 4 | 4 | -24 | -2.5 | 8 | -1 | -1.8 | -24 | CC1CCc2c(sc(NC(=O)Cn3cnc([N+](=O)[O-])n3)c2C(N)=O)C1 (stereo not drawn)
3 | -7 | -6 | 47 | -1.1 | 11 | -2 | -1.3 | 0 | O=C(c1ccc(CS(=O)(=O)c2ccc(Br)cc2)o1)N1CCN(c2ncccn2)CC1
-6 | -10 | 5 | -8 | -1.9 | 2 | 2 | -1.9 | -19 | CCC1Oc2ccc(C)cc2N(CC(=O)N(Cc2ccc3c(c2)OCO3)CC2CCCO2)C1=O (stereo not drawn)
